Compound activity: PubChem, several laboratories
RBBP9 inh: human RBBP9 inhibitors, primary screen, biochemical, fluorescence polarization, FP-Rh probe, HTS. 220,000 tested, 0.2% active. recombinant RBBP9. Serine hydrolase RBBP9 (Homo sapiens), O75884. inhibition, % at 7.94 µM;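 active = inhibition above the campaign mean of all tested compounds plus 3 SD, cut at about 14% in these data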;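 note: plate controls were DMSO wells with RBBP9 for no effect and wells lacking RBBP9 protein for full effect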
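System: RBBP9 protein / Buffer or medium: Tris/NaCl buffer pH 8.0 with 0.1% Pluronic / Probe or stimulus: Serine-hydrolase probe FP-Rh, 375 nM pre-mixing / Dosing: 7.94 µM single dose, 0.794% DMSO / Times: enzyme-compound preincubation 30 min, then probe labeling 45 min, 25 °C / Technique: fluorescence polarization (mP), excitation 525 nm, emission 598 nm / Replication: singlicate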
Ba/F3 V617F tox: reduced viability of JAK2V617F-dependent Ba/F3 cells, primary screen, JAK2V617F inhibitor project, cell-based, Ba/F3 EpoR-JAK2V617F, luminescence; ATP luminescence; inhibition, % at 5.6 µM; 220,000 tested, 1.1% active;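 active = inhibition above the campaign mean plus 3 SD over all tested compounds, cut at about 24% in these data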;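 note: cytokine-independent growth of Ba/F3 cells driven by EpoR plus mutant JAK2; 0% = DMSO-treated cells and 100% = JAK inhibitor I control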
S1P4 antag: S1P4 receptor antagonists, primary screen, cell-based; inhibition, % at 4.98 µM; 220,000 tested, 0.26% active; AID 1510, 2009; Sphingosine 1-phosphate receptor 4 (Homo sapiens), O95977; S1P4-expressing cells, antagonist mode, reporter read-out; in the data active = inhibition above about 29%;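 note: 0% = wells stimulated with agonist and 100% = vehicle wells without agonist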
S1P4 ag: S1P4 receptor agonists, primary screen, cell-based. S1P4-expressing cell line, agonist reporter assay. activation, % at 4.98 µM. 220,000 tested, 0.35% active. AID 1509, 2009; in the data active = activation above about 11%;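 note: 0% = DMSO vehicle and 100% = reference agonist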
NPY-Y1 antag: NPY-Y1 receptor antagonists, primary screen, cell-based; AID 1040, 2008; 200,000 tested, 1% active; inhibition, % at 3.6 µM; Neuropeptide Y receptor type 1 (Homo sapiens), P25929; HEK293-CNG Y1 cells, membrane potential fluorescence; NPY at EC95, then isoproterenol;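 active = inhibition above the campaign mean inhibition of all tested compounds plus 3 SD, cut at about 20% in these data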;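 note: 0% = DMSO wells given NPY plus isoproterenol and 100% = isoproterenol alone without NPY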
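Material: HEK293 cells co-expressing NPY Y1 receptor and cyclic-nucleotide gated channel. Timing: compound incubation 1 h at room temperature, readout 45 min post-stimulation. Signal: fluorescence, membrane potential probe.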
BaF3 parental: parental Ba/F3 cell viability inhibition, counter-screen for JAK2V617F inhibitor project, murine pro-B, CellTiter-Glo luminescence. CellTiter-Glo ATP luminescence. inhibition, % at 5.6 µM. 220,000 tested, 1.1% active. AID 1486, 2009;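 active = inhibition above a per-campaign cutoff, the mean inhibition of all tested compounds plus 3 SD, cut at about 27% in these data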;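 note: 0% = DMSO wells and 100% = JAK Inhibitor I control wells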
NPY-Y1 PAM-ag: NPY-Y1 receptor potentiators or agonists, primary screen, cell-based; Neuropeptide Y receptor type 1 (Homo sapiens), P25929; NPY-Y1 expressing cells, potentiator/agonist activation; activation, % at 3.6 µM; 220,000 tested, 0.37% active; in the data active = activation above about 33%, passing the limit was not always enough;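 note: cells stimulated with NPY at EC10 then isoproterenol at EC100; 0% = low agonist plus stimulus and 100% = saturating agonist plus stimulus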
Runt-CBFb FRET: inhibitors of RUNX1 Runt–CBFb binding, primary screen, biochemical, FRET, Cerulean-Runt, Venus-CBFb, uHTS | inhibition, % at 20 µM | Cerulean-Runt/Venus-CBFb FRET ratio 530/480, 1 h | 220,000 tested, 0.46% active;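 active = inhibition over about 50% at 20 µM in the single-dose screen, limit read from the data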;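 note: 0% = DMSO wells and 100% = excess unlabeled CBFb competitor control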
Target sequence (Q01196 whole entry, looked up): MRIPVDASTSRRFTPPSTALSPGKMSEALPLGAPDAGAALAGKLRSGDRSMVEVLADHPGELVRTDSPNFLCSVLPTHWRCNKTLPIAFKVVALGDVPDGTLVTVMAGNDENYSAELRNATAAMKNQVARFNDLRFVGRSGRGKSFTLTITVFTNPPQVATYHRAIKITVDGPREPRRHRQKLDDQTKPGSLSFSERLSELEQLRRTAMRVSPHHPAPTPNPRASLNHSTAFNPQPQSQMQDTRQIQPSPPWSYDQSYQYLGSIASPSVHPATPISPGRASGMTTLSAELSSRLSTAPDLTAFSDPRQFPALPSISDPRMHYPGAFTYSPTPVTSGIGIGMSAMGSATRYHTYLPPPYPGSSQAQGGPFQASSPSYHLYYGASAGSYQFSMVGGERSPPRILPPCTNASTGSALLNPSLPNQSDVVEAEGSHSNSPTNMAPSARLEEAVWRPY
Target sequence (Q13951 whole entry, looked up): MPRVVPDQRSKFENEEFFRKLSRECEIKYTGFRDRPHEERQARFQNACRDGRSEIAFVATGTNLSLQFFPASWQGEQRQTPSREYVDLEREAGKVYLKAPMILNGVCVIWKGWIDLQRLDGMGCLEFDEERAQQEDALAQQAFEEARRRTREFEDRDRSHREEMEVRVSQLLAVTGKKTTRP
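System: Cerulean-labeled Runt domain protein | Quantity: 100 nM of each labeled protein | Schedule: 1 h compound exposure, room temperature | Detection: Fluorescence energy transfer, 422 nm excitation, 530/480 nm emission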
NPY2 pot ag: NPY-Y2 potentiators or agonists, primary screen, cell-based; Neuropeptide Y receptor type 2 (Homo sapiens), P49146; cells expressing NPY-Y2, potentiator/agonist read-out; activation, % at 3.6 µM; 220,000 tested, 0.45% active; in the data active = activation above about 27%;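 note: cells stimulated with NPY near EC25 plus isoproterenol at EC100; 0% = vehicle plus submaximal agonist and 100% = vehicle plus saturating agonist; some results beyond the cut were filed as inactive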
Target sequence (P49146 whole entry, looked up): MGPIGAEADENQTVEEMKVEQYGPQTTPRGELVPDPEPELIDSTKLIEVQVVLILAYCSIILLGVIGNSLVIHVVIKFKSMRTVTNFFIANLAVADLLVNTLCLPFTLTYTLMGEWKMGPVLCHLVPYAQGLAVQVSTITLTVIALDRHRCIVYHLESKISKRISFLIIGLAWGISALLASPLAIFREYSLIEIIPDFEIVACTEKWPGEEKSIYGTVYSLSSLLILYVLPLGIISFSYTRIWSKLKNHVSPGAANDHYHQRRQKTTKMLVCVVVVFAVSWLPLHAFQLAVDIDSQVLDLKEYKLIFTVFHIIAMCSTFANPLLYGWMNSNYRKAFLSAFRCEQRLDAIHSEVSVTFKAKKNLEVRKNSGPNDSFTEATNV
* hit, by the source's call; & = joins results of further samples.

For CC(NC(=O)CSc1nc2ccccc2c(=O)[nH]1)c1ccccc1 (configuration not stated) the results were RBBP9 inh -2, Ba/F3 V617F tox -4, S1P4 antag -18, S1P4 ag 1.5, NPY-Y1 antag 2, BaF3 parental 1, NPY-Y1 PAM-ag -28, Runt-CBFb FRET -3 and NPY2 pot ag -4.
Screening CC(=O)c1c(N2CCOCC2)nc(=S)n(-c2ccccc2)c1C returned RBBP9 inh 3, Ba/F3 V617F tox -1, S1P4 antag 0, S1P4 ag 2.1, NPY-Y1 antag -1, BaF3 parental 2, NPY-Y1 PAM-ag 0, Runt-CBFb FRET 4 and NPY2 pot ag 0.
Screening CCCCN(C(=O)CSc1nnc2ccccn12)c1c(N)n(Cc2ccccc2)c(=O)[nH]c1=O returned RBBP9 inh -3, Ba/F3 V617F tox -3, S1P4 antag -8, S1P4 ag 0.0, NPY-Y1 antag -3, BaF3 parental 4, NPY-Y1 PAM-ag 9, Runt-CBFb FRET -3 and NPY2 pot ag 13.
Screening O=C(Nc1sc2c(c1C(=O)NCc1ccco1)CCCC2)c1ccc2c(c1)OCO2 returned RBBP9 inh -9, Ba/F3 V617F tox -6, S1P4 antag -22, S1P4 ag -0.1, NPY-Y1 antag 0, BaF3 parental 1, NPY-Y1 PAM-ag -33, Runt-CBFb FRET 37 and NPY2 pot ag 8.
Screening O=c1nc2scc(-c3ccccc3)n2c2ccccc12 returned RBBP9 inh -9, Ba/F3 V617F tox -1, S1P4 antag 5, S1P4 ag -0.8, NPY-Y1 antag 4, BaF3 parental 2, NPY-Y1 PAM-ag -6, Runt-CBFb FRET -2 and NPY2 pot ag 5.
`CC(=O)Nc1ccc2nc(N)sc2c1` gave RBBP9 inh -9, Ba/F3 V617F tox 2, S1P4 antag -23, S1P4 ag 0.3, NPY-Y1 antag 9, BaF3 parental 8, NPY-Y1 PAM-ag -7 and NPY2 pot ag 5.
Screening CCn1cc(C(=O)N(CCCN2CCOCC2)Cc2ccco2)c(=O)c2ccc(C)nc21 returned RBBP9 inh -9, Ba/F3 V617F tox 0, S1P4 antag -4, S1P4 ag -0.5, NPY-Y1 antag 1, BaF3 parental 4, NPY-Y1 PAM-ag 21, Runt-CBFb FRET 6 and NPY2 pot ag 8.
For Cc1ccc(SCc2ccc(C(=O)Nc3cccc([N+](=O)[O-])c3C)cc2)cc1 the results were RBBP9 inh -5, Ba/F3 V617F tox 1, S1P4 antag -3, S1P4 ag 0.8, NPY-Y1 antag 4, BaF3 parental 0, NPY-Y1 PAM-ag 2, Runt-CBFb FRET -2 and NPY2 pot ag -10.
`CCCn1c(=S)[nH]c2cc(OC)c(OC)cc2c1=O` gave RBBP9 inh -3, Ba/F3 V617F tox 0, S1P4 antag -7, S1P4 ag -3.4, NPY-Y1 antag -5, BaF3 parental 5, NPY-Y1 PAM-ag -28, Runt-CBFb FRET 3 and NPY2 pot ag -7.
Screening COc1ccccc1N1CCN(C(=O)c2oc3ccc(F)cc3c2C)CC1 returned RBBP9 inh -9, Ba/F3 V617F tox 4, S1P4 antag -1, S1P4 ag 0.5, NPY-Y1 antag 9, BaF3 parental 8, NPY-Y1 PAM-ag -4, Runt-CBFb FRET -4 and NPY2 pot ag 1.
O=C(O/N=C1/CCSc2ccccc21)c1ccc(F)cc1 was read as RBBP9 inh -2, Ba/F3 V617F tox -4, S1P4 antag -2, S1P4 ag -0.2, NPY-Y1 antag 4, BaF3 parental 5, NPY-Y1 PAM-ag 19, Runt-CBFb FRET -2 and NPY2 pot ag 12.
`Cc1onc(-c2ccccc2Cl)c1C(=O)OCN1C(=O)c2ccccc2C1=O` gave RBBP9 inh -9, Ba/F3 V617F tox 4, S1P4 antag -4, S1P4 ag 0.5, NPY-Y1 antag 8, BaF3 parental 95*, NPY-Y1 PAM-ag 23, Runt-CBFb FRET 0 and NPY2 pot ag 4.
Screening CN(C)c1nc(N)nc(Cn2nnc(-c3ccc(C(F)(F)F)cc3)n2)n1 returned RBBP9 inh 1, Ba/F3 V617F tox 1, S1P4 antag 9, S1P4 ag 0.9, NPY-Y1 antag -1, BaF3 parental 7, NPY-Y1 PAM-ag 24, Runt-CBFb FRET -1 and NPY2 pot ag 14.
For CC(C)CCn1c(N2CCN(Cc3ccccc3)CC2)nc2c1c(=O)[nH]c(=O)n2C the results were RBBP9 inh -4, Ba/F3 V617F tox -3, S1P4 antag -9, S1P4 ag -3.4, NPY-Y1 antag 1, BaF3 parental 1, NPY-Y1 PAM-ag -2, Runt-CBFb FRET -6 and NPY2 pot ag -5.
`O=C(CN1C(=O)C2(OCCCO2)c2ccccc21)NCc1ccccc1` gave RBBP9 inh -6, Ba/F3 V617F tox -2, S1P4 antag 5, S1P4 ag 0.9, NPY-Y1 antag 3, BaF3 parental 3, NPY-Y1 PAM-ag 6, Runt-CBFb FRET -1 and NPY2 pot ag 4.
Nc1nc2ccc(OC(F)(F)F)cc2s1 was read as RBBP9 inh 7&-5, Ba/F3 V617F tox -4&0, S1P4 antag -18&14, S1P4 ag 0.0&0.1, NPY-Y1 antag 0&1, BaF3 parental -2&-7, NPY-Y1 PAM-ag -5&1, Runt-CBFb FRET -1&0 and NPY2 pot ag 0&-2.
`Cc1ccc(C)c(-n2c(C)cc(/C=N/NC(=O)c3c(C)nc4cc(C)ccn34)c2C)c1` gave RBBP9 inh 5, Ba/F3 V617F tox -2, S1P4 antag 3, S1P4 ag 0.6, NPY-Y1 antag 8, BaF3 parental -1, NPY-Y1 PAM-ag -35, Runt-CBFb FRET 6 and NPY2 pot ag -15.
`O=C(N/N=C/c1c[nH]c2ccccc12)C1CC1(c1ccccc1)c1ccccc1` (configuration not stated) gave RBBP9 inh -9, Ba/F3 V617F tox 3, S1P4 antag -2, S1P4 ag 0.8, NPY-Y1 antag -1, BaF3 parental 5, NPY-Y1 PAM-ag 23, Runt-CBFb FRET -2 and NPY2 pot ag 19.
Screening CCc1ccc(NC(=O)c2cc(C)on2)cc1 returned RBBP9 inh -5, Ba/F3 V617F tox -1, S1P4 antag -15, S1P4 ag 0.3, NPY-Y1 antag -2, BaF3 parental -2, NPY-Y1 PAM-ag 1, Runt-CBFb FRET 7 and NPY2 pot ag -5.
`O=C(Nc1nnc(-c2ccncc2)o1)c1ccccc1F` gave RBBP9 inh 2, Ba/F3 V617F tox 0, S1P4 antag -12, S1P4 ag 2.4, NPY-Y1 antag 0, BaF3 parental 6, NPY-Y1 PAM-ag 7, Runt-CBFb FRET 1 and NPY2 pot ag -5.
For COc1ccccc1N1CCN(C(=O)c2ccc(C(C)(C)C)cc2)CC1 the results were RBBP9 inh 12, Ba/F3 V617F tox -1, S1P4 antag 4, S1P4 ag 0.0, NPY-Y1 antag 2, BaF3 parental 5, NPY-Y1 PAM-ag -8, Runt-CBFb FRET -6 and NPY2 pot ag -9.
For CCOC(=O)C1=C(c2cccc(Oc3ccccc3)c2)NC(=S)NC1C (configuration not stated) the results were RBBP9 inh -1, Ba/F3 V617F tox -1, S1P4 antag -3, S1P4 ag -0.9, NPY-Y1 antag 0, BaF3 parental 5, NPY-Y1 PAM-ag 10, Runt-CBFb FRET 3 and NPY2 pot ag 3.
`C=CCSC1=N/C(=C\c2ccsc2)C(=O)S1` gave RBBP9 inh -5, Ba/F3 V617F tox 0, S1P4 antag -2, S1P4 ag 1.5, NPY-Y1 antag 4, BaF3 parental -1, NPY-Y1 PAM-ag 8, Runt-CBFb FRET -1 and NPY2 pot ag 19.
Screening COc1ccc(-c2nnnn2C)cc1S(=O)(=O)NCc1ccccc1 returned RBBP9 inh -4, Ba/F3 V617F tox -2, S1P4 antag -1, S1P4 ag -0.2, NPY-Y1 antag 13, BaF3 parental 4, NPY-Y1 PAM-ag 11, Runt-CBFb FRET -1 and NPY2 pot ag 3.
Screening Cc1ccc2nc(N(CCCN(C)C)C(=O)CCc3ccccc3)sc2c1 returned RBBP9 inh -6, Ba/F3 V617F tox -4, S1P4 antag 11, S1P4 ag 0.7, NPY-Y1 antag 9, BaF3 parental 5, NPY-Y1 PAM-ag -3, Runt-CBFb FRET -1 and NPY2 pot ag 2.
`Cc1ccccc1N(C)C(=O)c1coc(=O)c2ccccc12` gave RBBP9 inh -5, Ba/F3 V617F tox -5, S1P4 antag -4, S1P4 ag 2.8, NPY-Y1 antag -5, BaF3 parental -1, NPY-Y1 PAM-ag 2, Runt-CBFb FRET 2 and NPY2 pot ag -2.
Screening N#CC1=C(S)N(c2ccccc2)C(c2ccco2)NC1=O (configuration not stated) returned RBBP9 inh 1, Ba/F3 V617F tox -3, S1P4 antag 14, S1P4 ag -1.8, NPY-Y1 antag -1, BaF3 parental 3, NPY-Y1 PAM-ag 5, Runt-CBFb FRET 7 and NPY2 pot ag -14.
Screening OC(CN1CCN(c2ccccc2)CC1)c1c[nH]c2ccccc12 (configuration not stated) returned RBBP9 inh -6, Ba/F3 V617F tox -2, S1P4 antag -12, S1P4 ag 0.0, NPY-Y1 antag -3, BaF3 parental 2, NPY-Y1 PAM-ag -3, Runt-CBFb FRET -3 and NPY2 pot ag 2.

Filtered by structure: the entries above containing a furan ring, fused or not.
Screening O=C(Nc1sc2c(c1C(=O)NCc1ccco1)CCCC2)c1ccc2c(c1)OCO2 returned RBBP9 inh -9, Ba/F3 V617F tox -6, S1P4 antag -22, S1P4 ag -0.1, NPY-Y1 antag 0, BaF3 parental 1, NPY-Y1 PAM-ag -33, Runt-CBFb FRET 37 and NPY2 pot ag 8.
Screening CCn1cc(C(=O)N(CCCN2CCOCC2)Cc2ccco2)c(=O)c2ccc(C)nc21 returned RBBP9 inh -9, Ba/F3 V617F tox 0, S1P4 antag -4, S1P4 ag -0.5, NPY-Y1 antag 1, BaF3 parental 4, NPY-Y1 PAM-ag 21, Runt-CBFb FRET 6 and NPY2 pot ag 8.
Screening COc1ccccc1N1CCN(C(=O)c2oc3ccc(F)cc3c2C)CC1 returned RBBP9 inh -9, Ba/F3 V617F tox 4, S1P4 antag -1, S1P4 ag 0.5, NPY-Y1 antag 9, BaF3 parental 8, NPY-Y1 PAM-ag -4, Runt-CBFb FRET -4 and NPY2 pot ag 1.
Screening N#CC1=C(S)N(c2ccccc2)C(c2ccco2)NC1=O (configuration not stated) returned RBBP9 inh 1, Ba/F3 V617F tox -3, S1P4 antag 14, S1P4 ag -1.8, NPY-Y1 antag -1, BaF3 parental 3, NPY-Y1 PAM-ag 5, Runt-CBFb FRET 7 and NPY2 pot ag -14.

No enrichment for hits (roughly 3.6% active in at least one column).
